FBPA Giardia inh – Giardia lamblia aldolase inhibition. A8B2U2. purified Giardia FBPA. Potency, µM (titrated, usually from 59.6 µM), for inactives: at the highest dose activity, negative = inhibition, usual class: inhibitors. actives 0.71% (n = 290,000). AID 2451; also: potency is read from the fitted curve at half-maximal effect; % is scaled to controls: 0 for no effect and ±100 for the full control effect; nearly all actives have a fitted effect of over 55% in size
Target sequence (A8B2U2 whole entry, looked up): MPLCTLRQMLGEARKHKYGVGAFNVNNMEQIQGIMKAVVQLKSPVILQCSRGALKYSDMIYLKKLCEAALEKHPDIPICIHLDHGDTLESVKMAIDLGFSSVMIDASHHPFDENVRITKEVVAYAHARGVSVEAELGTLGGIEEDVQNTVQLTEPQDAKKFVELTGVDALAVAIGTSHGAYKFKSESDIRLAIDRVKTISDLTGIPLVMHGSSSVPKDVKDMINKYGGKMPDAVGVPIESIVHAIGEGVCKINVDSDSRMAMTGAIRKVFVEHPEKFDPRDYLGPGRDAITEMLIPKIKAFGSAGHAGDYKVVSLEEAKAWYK
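Giardia FBPA (40 nM reagent) was preincubated 10 min at RT with compound (up to 57.5 uM final), then substrate plus GAPDH/TPI/NAD/arsenate coupling system with diaphorase/resazurin was added; resorufin fluorescence (525/598 nm) was read after 20 min.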
Sm TGR inh – inhibitors of Schistosoma mansoni thioredoxin glutathione reductase. Q962Y6. purified TGR, DTNB reduction, TNB absorbance 405 nm. Potency, µM (doses to about 114 µM), without a hit: top-dose activity change, negative = inhibition, usual class: inhibitors. actives 3% (n = 360,000). AID 485364; also: potency is read from the fitted curve at half-maximal effect; % is scaled to controls: 0 for no effect and ±100 for the full control effect; nearly all actives have a fitted effect of over 60% in size
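TGR 20 nM + NADPH 100 uM (dispensed conc.), cpd preinc 15 min RT; start with NADPH (500 uM addition) then DTNB (15 mM addition). Kinetic TNB absorbance, 405 nm filter. Four-parameter Hill fit across titration.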
Pf growth 48h – inhibits P. falciparum growth in the first generation, 48 h; P. falciparum luciferase growth in erythrocytes, 48 h; Potency, µM (series often up to 28.7 µM), without a hit: top-dose activity change, negative = inhibition, usual class: inhibitors; actives 5.9% (n = 310,000); AID 504832; also: potency is read from the fitted curve at half-maximal effect; % is scaled to controls: 0 for no effect and ±100 for the full control effect
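Firefly luciferase activity from engineered P. falciparum reports growth; inhibitors lower the luminescent signal. Cultures contained 2% hematocrit erythrocytes at 0.1% final parasitemia.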
Cycloheximide cs – counter-screen for Shiga toxin inhibitors: cycloheximide protein synthesis inhibition | max response, % | cell reporter, cycloheximide protein synthesis inhibition counterscreen | actives 12% (n = 300,000); in the data active = max response mostly above about 13%, no sharp cut-off; inactive = mostly below about 14%; also: read at 38.3 µM for the half of the compounds with a filed dose; 0% is about no effect
Pf growth 96h – P. falciparum growth inhibition at 96 hours. P. falciparum luciferase reporter growth, 96 h. actives 6.9% (n = 320,000). Potency, µM (titrated, usually from 28.7 µM), for the others: at the highest dose activity change, negative = inhibition, hits mostly inhibitors; also: potency is read from the fitted curve at half-maximal effect; % is scaled to controls: 0 for no effect and ±100 for the full control effect
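Erythrocytes infected with luciferase-expressing P. falciparum were dispensed at 2% hematocrit and 0.05% parasitemia (final), then incubated with compounds 96 hours at 37 C in 5% CO2. Luminescence after detection reagent addition reported growth.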
Shiga inhibitor – Shiga toxin inhibition. Vero cells, Shiga toxin protein synthesis inhibition reporter. inhibition, % at 38.7 µM. actives 9.2% (n = 290,000); in the data active = inhibition mostly above about 28%, no sharp cut-off; inactive = mostly below about 43%; also: 0% is about no effect
Numbers without * were called inactive; i = inactive; ? = inconclusive; · = no result given; [ ] = another dose, or the depositor's remark. Unless noted, calls follow the shape of the dose curve; as a rule, active = well fitted curve in the direction sought with a large enough effect; inconclusive = small, poorly fitted or top-dose-only effect, or another doubt; inactive = no such curve, though single readings can be large; an effect the other way counts as inactive or inconclusive.

Labels used below: A = FBPA Giardia inh; B = Sm TGR inh; C = Pf growth 48h; D = Cycloheximide cs; E = Pf growth 96h; F = Shiga inhibitor
SMILES: CCCCN(C(=O)CN1CCOCC1)c1c(N)n(CC(C)C)c(=O)[nH]c1=O
  A: 3% | B: -9% | C: 10% | D: 0 | E: 7% | F: -14
SMILES: Cc1cccc(NC(=S)NN(Cc2ccccc2)c2ccccc2)c1C
  A: 5% | B: -5% | C: · | D: 3 | E: 4.1µM* | F: 12
SMILES: O=C(Nc1ccccc1C(=O)Nc1ccccn1)c1cc(F)c(F)cc1Cl
  A: 7% | B: 16% | C: -1% | D: -1 | E: 13% | F: 2
SMILES: COc1ccc(C2=NCC(CSc3nnc(-c4ccc5c(c4)OCO5)o3)S2)cc1 (stereo not drawn)
  A: 3% | B: 0% | C: -7% | D: 1 | E: ? | F: -5
SMILES: CC(C)C[C@H](NC(=O)c1nc[nH]c1C(=O)N[C@@H](CC(C)C)C(=O)OC(C)(C)C)C(=O)OCc1ccccc1
  A: -6% | B: -26% | C: ? | D: -1 | E: ? | F: -4
SMILES: O=C1c2cccc3c([N+](=O)[O-])ccc(c23)C(=O)N1O
  A: 13% | B: 0% | C: 1%[0.00184 µM] | D: -9 | E: 22% | F: 26
SMILES: Cc1ccccc1OC/C(O)=C(\C#N)c1nc2ccccc2[nH]1
  A: 3% | B: 0% | C: 67%[activator] | D: 1 | E: ? | F: -10
SMILES: Cn1cc(NC(=O)CCl)cn1
  A: -3% | B: ? | C: ? | D: 7 | E: ? | F: -4
SMILES: O=c1n(Cc2ccccc2Cl)nc2n1-c1ccccc1SC2
  A: 2% | B: -4% | C: 45%[activator] | D: 48* | E: 50%[activator] | F: 40*
SMILES: CC(=O)Nc1sc(-c2ccccc2)nc1-c1ccccc1
  A: -4% | B: -6% | C: 4% | D: -3 | E: 4.7µM* | F: 18
SMILES: Cc1ccc2c(c1)[nH]c1c(=O)n(CCCN3CCOCC3)cnc12
  A: 0% | B: -11% | C: · | D: 20 | E: ? | F: 29
SMILES: CCN(CC)C(=O)Cn1cc(/C=C(\C#N)C(=O)N2CCN(c3ccccc3)CC2)c2ccccc21
  A: 1% | B: -21% | C: ? | D: -1 | E: 10µM* | F: -16
SMILES: O=C(Nc1ccccc1)Nc1cc(Cl)cc(Cl)c1
  A: 0% | B: 0% | C: · | D: 25 | E: · | F: 39
SMILES: Cc1ccc(Cl)cc1N(C(=O)c1csnn1)C(C(=O)NC1CCCC1)c1ccco1 (stereo not drawn)
  A: -3% | B: -9% | C: -9% | D: -10 | E: 33% | F: 1
SMILES: Cc1ccc(OCC(O)CNCc2ccccc2)cc1C (stereo not drawn)
  A: 1% | B: -2% | C: ? | D: -1 | E: ? | F: -4

New compounds follow:
Labels used below: A = FBPA Giardia inh; B = Sm TGR inh; C = Pf growth 48h; D = Cycloheximide cs; E = Pf growth 96h; F = Shiga inhibitor
SMILES: O=C(COC(=O)CCC(=O)c1cccs1)Nc1ccccc1[N+](=O)[O-]
  A: 3% | B: -10% | C: 8% | D: -2 | E: 12% | F: -14
SMILES: O=C(c1cccc(S(=O)(=O)N2CCc3ccccc3C2)c1)N1CCN(c2ccccc2)CC1
  A: 1% | B: 4% | C: -8% | D: -5 | E: ? | F: 3
SMILES: CCCc1nnc(NC(=O)CCC(=O)N2CCN(c3ccccc3)CC2)s1
  A: · | B: ? | C: 17% | D: -5 | E: ? | F: 10
SMILES: CCC(C)NC(=O)C1CCC(CNS(=O)(=O)c2ccc3c(c2)N(C(C)=O)CCO3)CC1 (stereo not drawn)
  A: · | B: -10% | C: -13% | D: -8 | E: -8% | F: -7
SMILES: O=C(CCCNC(=O)/C(=C/c1ccc(F)cc1)NC(=O)c1ccccc1)OCc1ccccc1
  A: 3% | B: -16% | C: -23% | D: -7 | E: ? | F: -10
SMILES: CCCCNC(=O)C1CCCN1C(=O)Nc1cccc(OC)c1 (stereo not drawn)
  A: -2% | B: 7% | C: 8% | D: 3 | E: 112%[activator] | F: 6
SMILES: COc1cc(OC)cc(C(=O)NCC(=O)OCc2cc(=O)oc3cc(OC)ccc23)c1
  A: -2% | B: 7% | C: -8% | D: -3 | E: 20% | F: -8
SMILES: CC1=CCC(C(=O)O)(C(=O)N/N=C/c2cccs2)C(c2ccc([N+](=O)[O-])cc2)C1 (stereo not drawn)
  A: 19% | B: 37%[activator] | C: 0% | D: -2 | E: · | F: 37
SMILES: Cc1ccc(C)c(-n2cc(CNC(C)Cn3cncn3)c(-c3ccccc3)n2)c1 (stereo not drawn)
  A: -2% | B: 3% | C: 13µM* | D: -1 | E: ? | F: -17
SMILES: CCCc1ccc(OCCNC(C)=O)cc1
  A: 4% | B: 0% | C: 10% | D: 19 | E: ? | F: 50
SMILES: CC(C)Oc1cccc(C(=O)Nc2ccc(NC(=O)c3ccco3)cc2)c1
  A: -6% | B: ? | C: -18% | D: 13 | E: · | F: 40
SMILES: O=C1NC(=O)c2cc3ccccc3cc21
  A: · | B: -16% | C: 21% | D: · | E: 3% | F: ·
SMILES: Cc1ccc(C(=O)NCC(=O)OCC(=O)Nc2cccc(S(=O)(=O)N3CCCC3)c2)cc1C
  A: 17% | B: -10% | C: 48%[activator] | D: 7 | E: 33%[activator] | F: -1
SMILES: CC(C)Oc1ccc(C2NC(=O)NC2=O)cc1 (stereo not drawn)
  A: -1% | B: 0% | C: · | D: 1 | E: 56%[activator] | F: -15
SMILES: CCC(=O)Nc1cccc(-c2nc3ccccc3o2)c1
  A: -4% | B: -2% | C: 43%[activator] | D: 16* | E: · | F: 48

More structures follow.
Labels used below: A = FBPA Giardia inh; B = Sm TGR inh; C = Pf growth 48h; D = Cycloheximide cs; E = Pf growth 96h; F = Shiga inhibitor
SMILES: CC(C)CC(C)NC(=O)c1ccc(C(F)(F)F)cc1 (stereo not drawn)
  A: -3% | B: 0% | C: 43%[activator] | D: 11 | E: 0% | F: 16
SMILES: CCCNC(=O)C1CN(C(=O)c2nn(Cc3ccccc3)c(=O)c3ccccc23)c2ccccc2O1 (stereo not drawn)
  A: · | B: -13% | C: 10µM* | D: · | E: 12µM* | F: ·
SMILES: CCN(CC)S(=O)(=O)c1ccc(N2CCOCC2)c(NC(=O)Cc2ccc(Cl)cc2)c1
  A: -6% | B: -9% | C: 12µM* | D: -1 | E: 12µM* | F: -10
SMILES: COc1ccc(C)cc1-n1nnnc1SCc1cc(=O)n2cc(C)ccc2n1
  A: -5% | B: 0% | C: ? | D: 3 | E: 1% | F: 26
SMILES: CC(OC(=O)Cn1cnc2c1c(=O)n(C)c(=O)n2C)C(=O)c1ccccc1 (stereo not drawn)
  A: · | B: -14% | C: 42%[activator] | D: · | E: 33%[activator] | F: ·
SMILES: CN(Cc1cccs1)C(=O)Cc1csc(-c2ccccc2)n1
  A: -6% | B: 6% | C: 101%[activator] | D: 47* | E: 47%[activator] | F: 69*
SMILES: COc1ccccc1Nc1nc(Cl)c(C=O)s1
  A: 2% | B: -2% | C: ? | D: 48* | E: -19% | F: 80
SMILES: CC(C)(C)NC(=O)CSc1nc(O)cc(=O)[nH]1
  A: -4% | B: -7% | C: -7% | D: 0 | E: ? | F: -10
SMILES: CC1CCN(Cc2ccc(-c3nn[nH]n3)cc2)CC1
  A: -7% | B: 0% | C: -4% | D: -2 | E: 5% | F: -5
SMILES: CCOC(=O)c1[nH]c(C)c(/C(O)=C2\C(=O)C(=O)N(CCN3CCOCC3)C2c2cccs2)c1C (stereo not drawn)
  A: 3% | B: -20% | C: ? | D: 12 | E: ? | F: 15
SMILES: COC(=O)c1cc(OC)c(OC)cc1NC(=S)N1CCN(C/C=C/c2ccccc2)CC1
  A: -7% | B: -1% | C: ? | D: -2 | E: 25% | F: -15
SMILES: CN(C)c1ccc(/C=C(/NC(=O)c2ccccc2Cl)C(=O)NCCN2CCOCC2)cc1
  A: 5% | B: -14% | C: 6% | D: 9 | E: 0% | F: -9
SMILES: O=C(Cc1ccsc1)Nc1ccc(S(=O)(=O)C(F)F)cc1
  A: -1% | B: -4% | C: 14% | D: 23* | E: 26% | F: 49*
SMILES: Cc1ccc(-c2nnc(SCC#CCOC(=O)c3ccco3)o2)cc1
  A: -3% | B: -11% | C: · | D: 27* | E: i | F: 47
SMILES: Cc1cc(C(=O)NCC(=O)Nc2c(C)cccc2C)c(C)o1
  A: -9% | B: -3% | C: ? | D: 11 | E: 13% | F: -4

New compounds follow:
Labels used below: A = FBPA Giardia inh; B = Sm TGR inh; C = Pf growth 48h; D = Cycloheximide cs; E = Pf growth 96h; F = Shiga inhibitor
SMILES: CCn1c(C)c(C2=CCN(S(=O)(=O)c3ccccc3)CC2)c2ccccc21
  A: 0% | B: ? | C: ? | D: -4 | E: ? | F: 33
SMILES: Cn1c(O)c(/C=C2/C=CC=N2)c(=O)[nH]c1=O
  A: 4% | B: -7% | C: 38%[activator] | D: 2 | E: 43%[activator] | F: -8
SMILES: O=P(c1ccccc1)(c1ccccc1)c1nc(-c2ccccc2)oc1NCc1ccccc1
  A: -7% | B: 1% | C: 5.9µM* | D: 13 | E: 9.3µM* | F: 23
SMILES: S=C1SCN(CCN2CCOCC2)CN1Cc1ccccc1
  A: -7% | B: 1% | C: -19% | D: 1 | E: 5% | F: -12
SMILES: COc1cc(/C=C/C(=O)Nc2cccc(S(=O)(=O)N3CCOCC3)c2)ccc1OCC#N
  A: · | B: -4% | C: ? | D: · | E: ? | F: ·
SMILES: CC(C)COc1ccc(C(=O)N(CC(=O)Nc2ccccc2C(F)(F)F)Cc2ccco2)cc1
  A: · | B: -4% | C: ? | D: · | E: -18% | F: ·
SMILES: Cc1ncc([N+](=O)[O-])n1CC(=O)N/N=C/c1ccccc1F
  A: 3% | B: 5% | C: 8% | D: 2 | E: 1% | F: -2
SMILES: CCCC(=O)OCC(=O)Nc1ccc(N=Nc2ccccc2)cc1
  A: 5% | B: 1% | C: 246%[activator] | D: 62* | E: 415%[activator] | F: 84*
SMILES: CCOC(=O)C1(CC2CC2)CCN(C(=O)c2cc(C3CC3)nc3ccccc23)CC1
  A: -19% | B: 11% | C: ? | D: 34* | E: ? | F: 55*
SMILES: CSc1nccn1C(=O)c1ccccc1[N+](=O)[O-]
  A: 28µM* | B: ? | C: 26% | D: -1 | E: 37%[activator] | F: 17
SMILES: Cc1ccc(N2CC(NC(=O)C(=O)c3c(C)[nH]c4ccccc34)CC2=O)cc1 (stereo not drawn)
  A: · | B: -19% | C: 6% | D: · | E: -1% | F: ·

High-throughput results from PubChem.
